Bioassay records from PubChem.
bIAP act = intestinal alkaline phosphatase (bovine) activation; purified bovine IAP, CDP-star luminescence, 30 min; active compounds read high; fold of DMSO-control signal, blank-subtracted; hit rate 0.17% among 200,000; activation factor at 20 µM; AID 1016;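 active = activation factor of 2 or more at 20 µM, a signal rise over negative controls twice the positive control's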
TNAP inh hiacc = TNAP (human) inhibition, high acceptor; P05186; purified TNAP, CDP-star luminescence, 1 M DEA; inhibition, % at 20 µM; hit rate 0.03% among 200,000; AID 1135;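 active = over 50% inhibition of tissue-nonspecific alkaline phosphatase at 20 µM in the single-dose screen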;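 note: plate controls were DMSO wells for no effect and EDTA-quenched wells as full inhibition for full effect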
Target sequence (P05186 whole entry, looked up): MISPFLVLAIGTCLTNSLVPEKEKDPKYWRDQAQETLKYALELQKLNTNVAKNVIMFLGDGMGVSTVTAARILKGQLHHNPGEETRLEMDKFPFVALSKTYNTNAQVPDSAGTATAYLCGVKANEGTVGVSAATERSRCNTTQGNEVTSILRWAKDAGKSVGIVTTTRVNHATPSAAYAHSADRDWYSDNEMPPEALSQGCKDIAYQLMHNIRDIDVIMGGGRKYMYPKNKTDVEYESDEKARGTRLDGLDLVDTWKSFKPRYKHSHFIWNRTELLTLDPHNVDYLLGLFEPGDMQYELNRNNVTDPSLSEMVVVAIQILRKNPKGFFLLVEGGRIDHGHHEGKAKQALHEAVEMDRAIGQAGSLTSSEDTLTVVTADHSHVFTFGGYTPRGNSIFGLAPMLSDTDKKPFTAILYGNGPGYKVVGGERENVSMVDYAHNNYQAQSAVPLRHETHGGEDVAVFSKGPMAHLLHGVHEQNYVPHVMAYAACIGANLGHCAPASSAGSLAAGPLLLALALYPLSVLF
TNAP act hiacc = TNAP (human) activation, high acceptor; P05186; purified TNAP, CDP-star luminescence, 1 M DEA, 30 min; active compounds read high; 0 = EDTA background, 1 = DMSO-only activity; activation factor at 20 µM; 200,000 tested, under 10 active; AID 1136;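 active = activation factor at least 2 at 20 µM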
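system = human TNAP | amount = enzyme diluted 1/800 final | reagent = 100 µM CDP-star substrate | signal = luminescent substrate turnover signal | dosing = one dose, 20 µM | benchmarks = EDTA negative control, DMSO positive control | measure = activation factor | timing = 30 min reaction, room temperature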
TNAP inh noacc = inhibitors of human TNAP without phosphate acceptor | P05186 | purified TNAP, CDP-star luminescence, 30 min | inhibition, % at 20 µM | hit rate 0.26% among 200,000;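 active = tissue-nonspecific alkaline phosphatase inhibition above about 50% at 20 µM in the single-dose screen, limit read from the data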;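 note: 0% = DMSO negative control and 100% = EDTA positive control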
Lmaj promast = reduces viability of Leishmania major promastigotes; resazurin fluorescence viability; inhibition, % at 10 µM; hit rate 9% among 200,000; AID 1063; in the data active = inhibition above about 50%;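 note: promastigotes grown with compound for 44 hours at 28 °C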
PMI activator = phosphomannose isomerase (human) activation; purified human PMI, coupled resazurin fluorescence, 20 min; active compounds read high; 1 = vehicle control, 0 substrate-free wells; AID 1214; hit rate 0.005% among 190,000; activation factor at 20 µM;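 active = activation factor of 2 or more at 20 µM, relative to plate controls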
Target sequence (P34949 whole entry, looked up): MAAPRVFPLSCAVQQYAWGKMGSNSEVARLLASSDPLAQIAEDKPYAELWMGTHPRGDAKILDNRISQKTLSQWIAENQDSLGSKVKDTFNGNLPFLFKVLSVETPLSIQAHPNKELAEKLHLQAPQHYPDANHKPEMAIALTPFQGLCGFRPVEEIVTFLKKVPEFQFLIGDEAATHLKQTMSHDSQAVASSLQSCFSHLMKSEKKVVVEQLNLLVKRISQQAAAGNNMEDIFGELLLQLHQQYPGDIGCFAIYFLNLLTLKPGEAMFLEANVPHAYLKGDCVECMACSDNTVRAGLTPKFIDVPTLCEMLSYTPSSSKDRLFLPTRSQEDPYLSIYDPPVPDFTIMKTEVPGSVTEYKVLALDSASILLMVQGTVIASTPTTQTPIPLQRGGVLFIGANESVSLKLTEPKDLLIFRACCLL
bIAP inh = blocks bovine intestinal alkaline phosphatase activity. purified bovine IAP, CDP-star luminescence, 30 min. inhibition, % at 20 µM. 190,000 tested, under 10 active;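 active = over 50% inhibition of intestinal alkaline phosphatase at 20 µM in the single-dose screen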
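System: purified bovine intestinal alkaline phosphatase (IAP) enzyme; Input: IAP diluted 1/65,000,000 in the well; Measured by: CDP-star luminescence signal; Compound dosing: 20 µM single dose; Incubation: 30 min reaction at room temperature.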
Diaph inh CS = counter-screen for diaphorase-based assays: diaphorase inhibitors and chemical oxidizers; diaphorase resazurin-to-resorufin fluorescence, NADH, 16 min; bacterial (C. kluyveri) enzyme, not human; hit rate 0.69% among 190,000; AID 1217; inhibition, % at 20 µM;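 active = primary screen inhibition at 20 µM above a set limit, cut at about 50% in these data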;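 note: plate controls were DMSO with full reaction for no effect and wells lacking NADH for full effect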
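Detection: fluorescence of resorufin formed from resazurin, Ex 544/Em 590 nm; test system: Clostridium kluyveri diaphorase enzyme; amount: 0.14 U/mL diaphorase, enzyme working solution; times: 16-min room-temperature incubation before reading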
PMI act satM6P = activators of human phosphomannose isomerase at near-saturating mannose 6-phosphate; P34949; coupled PMI enzyme assay, resazurin fluorescence, 20 min; active compounds read high; 1 = untreated enzyme, 0 = substrate-free blank; activation factor at 20 µM; hit rate 0.34% among 190,000; AID 1216;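 active = activation factor of 2 or more at 20 µM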
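Test system: human phosphomannose isomerase with PGI, G6PDH, diaphorase coupling enzymes; Amount: PMI at 15 ng/mL final; Reagent: Mannose-6-phosphate 1.0 mM (near-saturating) plus 0.22 mM NADP+; Timing: 20 min, room temperature; Technique: resorufin fluorescence at Ex 544/Em 590 nm; Dosing: 20 µM single dose.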
Diaph act CS = counter-screen for diaphorase-based assays: diaphorase activators and chemical reducers; Diaphorase/resazurin coupled assay, resorufin fluorescence, 16 min; active compounds read high; 1 = vehicle wells, 0 = NADH-free wells; activation factor at 20 µM; AID 1229; hit rate 0.005% among 190,000;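 active = diaphorase activity raised at least twofold by the compound at 20 µM; inactive = activation factor below 2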
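Material: purified diaphorase enzyme from Clostridium kluyveri / Medium: HEPES pH 7.4 buffer with MgCl2 and Tween 20 / Schedule: enzyme reaction of 16 min at room temperature / Measured by: resorufin fluorescence, excitation 544 nm, emission 590 nm / Evaluation: rise in resorufin formation, marking diaphorase activation or chemical reduction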
Starred values were filed as active, the others as inactive; nt = no result given.

entry	structure	bIAP act	TNAP inh hiacc	TNAP act hiacc	TNAP inh noacc	Lmaj promast	PMI activator	bIAP inh	Diaph inh CS	PMI act satM6P	Diaph act CS
1	O=C(Nc1nc(-c2cc(F)ccc2F)cs1)c1ccccn1	1.2	-4	1	-19	9	1	-18	-4	0.9	1
2	O=C(CC(C(=O)O)C1CCCO1)NCCc1ccc2c(c1)OCO2 (stereo unspecified)	0.9	-5	1	-8	-3	1	7	18	0.9	0.8
3	CCCCCCSc1nnc(-c2cnn(-c3ccccc3)c2-n2cccc2)n1C	1	-7	1.1	-4	4	0.8	-4	19	0.9	0.8
4	CC(C)(C)c1nn2cnnc2n(/N=C/c2cccc3ccccc23)c1=O	0.9	2	1	-11	-4	0.9	6	10	1	0.9
5	O=S(=O)(c1ccccc1)c1nc(-c2ccccc2)oc1N1CCCCC1	0.8	-5	1	-12	8	1.4	22	-2	1.7	1
6	CC1CCN(C(=O)/C=C/c2ccc(C(C)(C)C)cc2)CC1	1	-1	1	-14	30	0.9	2	23	0.9	0.8
7	C/C(=N\NC(=O)CC#N)c1ccc(Oc2ccccc2)cc1	1.1	-6	1.1	-12	4	0.9	-6	14	0.9	0.9
8	CC(=O)c1cccc(NC(=O)C(=O)c2cn(CC(=O)N3CCCCC3)c3ccccc23)c1	1	-8	1.1	-7	15	1.2	4	-8	1.2	1.1
9	N#CCCN(C(=O)COC(=O)c1ccc2c(=O)n3c(nc2c1)CCC3)c1ccc(F)cc1	1	0	1	-2	-3	1	-1	5	1	0.9
10	O=C1c2ccccc2C(=O)N1CCCCN(C(=O)c1cc2ccccc2oc1=O)c1ccc(F)cc1F	1	-1	1	17	7	0.9	2	9	1	0.9
11	Cc1nc(N)ncc1C(=O)Nc1ccccc1	1.1	-4	1	-6	-4	1.1	-6	-18	1.1	1.2
12	CCCCCC1CC(CC(=O)NC(=S)Nc2ccccc2Cl)C(=O)O1 (stereo unspecified)	0.9	-2	1	1	-8	0.8	8	20	0.9	0.8
13	COc1ccc(S(=O)(=O)N(CC(=O)N2CCN(C)CC2)c2ccccc2)cc1OC	1	-3	1	-10	0	1.1	-2	-4	1.1	1
14	COc1ccc2nc(NC(=O)C(NS(=O)(=O)c3cccs3)C(C)C)sc2c1 (stereo unspecified)	1.5	-1	1	2	89*	0.8	-45	8	0.9	0.9
15	CCOC(=O)c1c(NS(=O)(=O)c2cccc(OC)c2)sc2c1CCC2	0.9	-6	1.1	-2	-11	1.1	9	4	1.2	1
16	C=CCC1CCCC(=O)N2CC[C@H](O)C12 (stereo partly specified)	0.6	-3	1	-5	-3	0.9	35	14	0.8	0.9
17	CC(C)CNC(=S)NC(=O)c1ccc([N+](=O)[O-])cc1	0.9	-5	1	0	5	0.9	10	19	1	0.8
18	Cn1c(SCC(=O)c2ccccc2)nnc1-c1ccc(O)cc1	0.9	-2	1	-2	-2	1.1	6	-1	1.1	1
19	O=C(c1ccccc1)N1CCSC1=S	0.9	-4	1	-12	0	1	8	15	1	0.9
20	CCOC(=O)CSc1nnc(NC(=O)c2cccc(S(=O)(=O)N3CCCC3)c2)s1	0.9	-4	1	-4	-6	1	5	19	1	0.8
21	CCC(C)Sc1nc2c(c(=O)[nH]c(=O)n2C)n1CC(O)COc1cccc2ccccc12 (stereo unspecified)	0.9	-6	1.1	-15	8	1	5	10	0.9	0.9
22	Cc1cccc(NC(=O)CN2C(=O)S/C(=C\c3cccn3-c3cccc(C(=O)O)c3)C2=O)c1	1	0	1	1	-10	1	-3	15	1.1	0.9
23	CCOc1ccc(OCC)c(NC(=O)CN(C)S(=O)(=O)c2ccc3nc(C)sc3c2)c1	0.4	-4	1	-7	13	0.9	nt	31	0.8	0.7
24	O=C(Nc1nnc(-c2ccco2)o1)C1CC1	1	-5	1	-13	-6	0.9	4	10	1	0.9
25	C/C(=N\NC(=O)CN1CCOCC1)C(C)(C)C	0.9	-5	1.1	-15	-2	0.9	5	13	1	0.9
26	CC(NC(=O)COC(=O)Cc1ccccc1[N+](=O)[O-])c1ccccc1 (stereo unspecified)	0.7	-6	1.1	2	60*	1	26	21	0.5	0.8
27	COc1cc(NC(=O)c2ccc(C(C)(C)C)cc2)c(OC)cc1NC(=O)CN1CCCCC1	1	-4	1	3	21	0.8	3	20	0.8	0.8
28	Cc1cc(C(=O)NN=C2C3CC4CC(C3)CC2C4)c2ccccc2n1	1	-3	1	-12	-5	1.1	-1	9	1	0.9
29	COc1ccccc1NC(=O)CSCC(N)=O	0.9	-5	1.1	-18	-7	0.9	8	12	1	0.9
30	COc1ccc(-c2noc(-c3ccoc3C)n2)cc1OC	0.9	-4	1	-10	-5	nt	9	nt	nt	nt

New compounds follow:
entry	structure	bIAP act	TNAP inh hiacc	TNAP act hiacc	TNAP inh noacc	Lmaj promast	PMI activator	bIAP inh	Diaph inh CS	PMI act satM6P	Diaph act CS
31	S=C1NCCOCCNC(=S)NCCOCCOCCN1	1	-8	1.1	-11	-4	1	4	15	1	0.9
32	COC(=O)c1cccnc1NC(=S)NNC(=O)c1ccccc1	1	-5	1	-8	-5	1	2	3	1	1
33	COc1cc(C(=O)NCC(=O)N/N=C/c2cccc(OC(=O)c3ccco3)c2)cc(OC)c1OC	1	-4	1	-13	-3	1.1	-4	14	1.1	0.9
34	O=C(Nc1ccccc1)N(CCCN1CCOCC1)Cc1cccs1	1	-10	1.1	-17	-3	1	5	12	1	0.9
35	COc1cccc(COCC(O)Cn2cnc3cc(C)c(C)cc32)c1 (stereo unspecified)	1	-6	1.1	-6	31	1.1	3	19	1.1	0.8
36	O=C(CSc1nnc(C2CC2)n1Cc1ccccc1)Nc1cccnc1Cl	1.1	0	1	-2	4	1	-7	16	0.9	0.8
37	Cc1nn(C(=O)c2cccs2)c(N)c1-c1ccccc1	0.8	0	1	6	-9	0.9	16	18	1	0.8
38	COc1ccccc1CN1C[C@@H]2C[C@@H](c3ccc4nsnc4c3)N3CCC[C@@]23C1=O	1	-6	1.1	3	67*	1	0	10	0.9	0.9
39	CCC(=O)Nc1nc2c(c(=O)[nH]1)CCCC2	1	-2	1	-15	-6	1	-2	6	1	0.9
40	COc1ccc(OC)c(NC(=O)CSc2nnc(CNC(=O)COc3ccc(Cl)cc3)o2)c1	1.2	-4	1	-28	0	0.9	-19	14	0.9	0.9
41	COc1ccc(Cl)cc1-n1c(C)ccc1C	1	1	1	4	-7	1.1	-3	2	1.1	1
42	Cc1ccnc(N2CCCC(C(=O)Nc3cc(F)ccc3C)C2)n1 (stereo unspecified)	1	0	1	3	-2	1	3	16	1	0.8
43	Cn1c(=O)c2cc(NC(=O)c3ccccc3Cl)c(=O)oc2n(C)c1=O	0.9	-4	1	12	-8	1.2	6	18	1.2	0.8
44	Cc1ccc(S(=O)(=O)N2CC(O)CC2C(=O)NCc2ccc3c(c2)OCO3)cc1 (stereo unspecified)	1	-1	1	-12	8	1	0	5	1	1
45	Cc1oc(-c2cccc(C(F)(F)F)c2)nc1CN1CCC[C@H]1CO	1.2	5	0.9	-1	-1	1	-19	3	0.9	1
46	CC(NS(=O)(=O)c1ccc2[nH]c(=O)c(=O)[nH]c2c1)C(=O)O (stereo unspecified)	1.1	-5	1.1	-8	-11	1	-11	15	1	0.9
47	CCOC(=O)c1c(C)[nH]c(C(=O)COC(=O)c2oc3ccccc3c2C)c1C	1.2	-1	1	-12	-4	1.1	-19	-1	1.1	1
48	O=C(CSCc1ccc(F)cc1)NCc1ccc(F)cc1	0.8	-2	1	-8	-9	1.1	23	11	1.1	0.9
49	CCn1c(SCc2ccc(C)cc2)nnc1-c1nn(-c2ccccc2)ccc1=O	0.9	-1	1	-3	5	0.9	6	11	0.9	0.9
50	Cc1nnc(SCC(=O)Nc2sccc2C(N)=O)n1Cc1ccccc1	0.9	-6	1.1	-9	-2	1	5	19	1	0.8
51	Fc1ccc(Nc2ccc3ccccc3n2)c(F)c1	1.1	1	1	1	26	1.2	-5	4	1	1
52	O=C(Cc1n[nH]c(=O)[nH]c1=O)N/N=C/c1cccc(O)c1	0.9	0	1	-16	-1	1	8	8	1	0.9
53	CCC(C)N(C)C1CCN(C(=S)Nc2cccc(OC)c2)CC1 (stereo unspecified)	0.9	-5	1.1	-1	11	1.1	9	2	1	1
54	COc1cc2c(=O)n(Cc3ccccc3)c(=O)n(CC(=O)NCC3CCCO3)c2cc1OC (stereo unspecified)	1	-2	1	-10	1	0.9	0	-2	1	1
55	CCC1Nc2ccccc2-c2nnc(SC)nc2O1 (stereo unspecified)	1	-8	1.1	3	-6	1	-4	16	1.1	0.8
56	C/C(=N\Nc1cccc(Cl)c1)c1ccncc1	0.9	-1	1	-4	31	1.8	8	0	2.3*	1
57	COc1ccc2[nH]c(C)c(CN3CCC(C)CC3)c(=O)c2c1	0.9	-7	1.1	3	-4	1.1	11	2	0.9	1
58	Cc1nn(Cc2ccccc2Cl)c(C)c1C(=O)NCCN1C(=O)S/C(=C\c2ccccc2)C1=O	1	-1	1	-3	0	1	4	17	1	0.8
59	O=C(CNC(=O)c1ccccc1F)NCCOc1cccc(Cl)c1Cl	1	0	1	6	50	1.1	-5	16	1	0.8
60	O=C(NCc1n[nH]c(=S)n1-c1ccccc1)c1cccs1	1	-6	1.1	-5	-5	1	-3	-3	1.1	1
61	Cc1cccc(CSC2=NN3CCCC(=O)N=C3S2)c1	0.9	4	1	0	-8	0.8	11	9	0.9	0.9
62	O=C(CN1CCCC1)N1c2ccccc2C=Cc2ccccc21	1.2	-6	1.1	-9	11	1.1	-23	0	1	1
63	CN(C)c1ccc(N=Cc2nc(-c3ccccc3)oc2OC(=O)c2cccc(Cl)c2)cc1	1	-4	1	-4	0	1.1	1	-2	1.1	1

Reprinted at random: 3 compounds from above, in no set order.
entry	structure	bIAP act	TNAP inh hiacc	TNAP act hiacc	TNAP inh noacc	Lmaj promast	PMI activator	bIAP inh	Diaph inh CS	PMI act satM6P	Diaph act CS
32	COC(=O)c1cccnc1NC(=S)NNC(=O)c1ccccc1	1	-5	1	-8	-5	1	2	3	1	1
57	COc1ccc2[nH]c(C)c(CN3CCC(C)CC3)c(=O)c2c1	0.9	-7	1.1	3	-4	1.1	11	2	0.9	1
36	O=C(CSc1nnc(C2CC2)n1Cc1ccccc1)Nc1cccnc1Cl	1.1	0	1	-2	4	1	-7	16	0.9	0.8
